Dynein cargo inh – dynein cargo transport inhibition | 3617.4 mouse cells, GR-EGFP nuclear translocation imaging; test concentration mostly 20 µM; stimulated with dexamethasone, 1 µM; active compounds read low | z-score, hits read low | 220,000 tested, 0.47% active | AID 1381;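 active = plate z-score of nuclear minus cytoplasmic receptor signal below a set negative limit, without overly bright fluorescence or cell loss, cut at about -3.5 in these data, passing the limit was not always enough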;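 note: z-score of nuclear minus cytoplasmic ring GR-EGFP intensity difference per well; some compounds called inactive have numbers as strong as hits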
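Buffer or medium: Induction medium lacking tetracycline, stripped serum | Also added: Dexamethasone agonist, 1.0 µM final, for 30 min | Timing: 48 h induction, 1 h compound, 30 min dex at 37 °C | Detection: Formaldehyde fixation, Hoechst nuclear stain, 10x automated fluorescence imaging | Measure: Nuclear versus cytoplasmic GR-EGFP signal, averaged per well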
Autophagy HCS – modulators of autophagy | MEF GFP-LC3 puncta imaging; test concentration mostly 10 µM | calls only at 10 µM (by protocol) | 190,000 tested, 0.98% active | AID 463193;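 active = percentage of spot-positive cells more than 3 SD above its plate mean, without a fluorescence outlier flag or 80% toxicity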;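 note: spot-positive cell cutoff set from DMSO-treated cells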
Insulin prom up – MIN6 insulin promoter up-regulation; MIN6 insulin promoter-GFP reporter, high-content imaging; active compounds read high; z-score at 5 µM; 190,000 tested, 0.3% active; AID 1625;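 active = z-score above 3 at 5 µM with at least 500 cells counted in the well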
bCat nuc transl – modulators of beta-catenin nuclear translocation; HeLa beta-catenin nuclear translocation, immunofluorescence imaging; nuclear translocation activity, % at 5 µM; 190,000 tested, 0.3% active; AID 1665;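 active = nuclear translocation activity above 50% at 5 µM, with a well cell count of 50 or more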;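 note: per-cell ratio of nuclear to cytoplasmic median beta-catenin stain intensity; plate controls were DMSO negative control for no effect and GSK-3 inhibitor IX positive control for full effect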
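Test system: human HeLa cell line; Doses: 5 µM primary, 0.02–20 µM confirmation; Incubation: 24 h compound exposure, 37°C; Detection: beta-catenin immunofluorescence imaging with DAPI; Read-out: beta-catenin nuclear/cytoplasmic ratio, % activation.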
MT stabilizer – microtubule stabilizers in HeLa cells; HeLa tubulin immunostaining HCS, 24 h; share of cells brighter than vehicle mean+2SD; % tubulin-high responders, % at 10 µM; 200,000 tested, 0.83% active; AID 2205;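 active = plate Z-score above 3 for both tubulin-high and condensed-nucleus cell shares, with cell loss under 80%, at 10 µM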;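 note: anti alpha tubulin signal scored within the nucleus-defined area of each cell; some results filed as inactive read as strong as hits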
P. falciparum M17LAP – P. falciparum M17LAP inhibitors, primary screen, biochemical, fluorogenic H-Leu-NHMec substrate, 1536-well (AID 1619). recombinant M17LAP, H-Leu-NHMec fluorogenic kinetic assay; higher % means a stronger effect. one-dose inhibition, % at 30 µM; IC50 in µM for titrated hits. 220,000 tested, 0.38% active;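 active = compound inhibiting the enzyme by more than half at any dose during confirmatory dose-response retesting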;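 note: plate controls were full reaction with DMSO carrier for no effect and no enzyme background for full effect; strong numbers were not always called active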
P. falciparum M1AAP – malaria alanyl aminopeptidase activity blockers – biochemical, fluorogenic H-Leu-NHMec substrate, 1536-well (AID 1445). 220,000 tested, 0.42% active. recombinant M1AAP, H-Leu-NHMec fluorogenic kinetic assay; higher % means a stronger effect. inhibition, % at 30 µM; hits with a dose series show IC50 in µM;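 active = primary inhibition above the hit cutoff, then over 50% inhibition at one or more dose response concentrations, cut at about 23% in these data, passing the limit was not always enough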;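 note: plate controls were DMSO full reaction for no effect and no enzyme background for full effect; strong numbers were not always called active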
K1F lysis inhibition – protection from phage-mediated lysis, alamar blue read-out – E. coli UTI89, K1F phage, bacterial capsule biogenesis inhibitors (AID 488966). E. coli UTI89 K1F phage lysis, alamar blue, 2 h; higher % means a stronger effect. one-dose inhibition, % at 100 µM; IC50 in µM for titrated hits. 340,000 tested, 0.02% active;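 active = phage lysis inhibition, versus mean bacterial control, above a set limit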;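 note: capsule biogenesis inhibitors block K1F phage lysis so surviving cells raise fluorescence; higher fluorescence means more inhibition of phage lysis; actives were called in the ten point dose series up to 300 µM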
CSM14.1 death rescue – protection against thapsigargin-triggered cell killing – 384-well, CSM14.1, ATP luminescence, primary screen (AID 1222); CSM14.1 thapsigargin-induced death rescue, ATP luminescence; higher % means a stronger effect; cellular ATP content (survival), % at 20 µM; hits with a dose series show EC50 in µM; 190,000 tested, under 10 active;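 active = EC50 below 50 µM in the dose-response confirmation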;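 note: death triggered by thapsigargin at about 15 µM added after 2 h compound pretreatment; cell ATP read after overnight thapsigargin exposure of roughly 18 to 22 hours; normalized against plate controls of thapsigargin alone and 5% DMSO vehicle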
Dynein cargo inh cytoplasmic EGFP – second read-out of Dynein cargo inh, no call of its own (marks repeat the call); z-score; measured here: cytoplasmic GR-EGFP intensity; active compounds read high
Dynein cargo inh nuclear GR-EGFP – second read-out of Dynein cargo inh, no call of its own (marks repeat the call); z-score; measured here: nuclear GR-EGFP intensity;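 lower value marks the stronger effect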
Dynein cargo inh cell count – second read-out of Dynein cargo inh, no call of its own (marks repeat the call); z-score; measured here: cell count per field
Insulin prom up cell count – second read-out of Insulin prom up, no call of its own (marks repeat the call); cell count; measured here: cytotoxicity, nuclei count;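 total cells summed across four imaged fields per well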
bCat nuc transl cell count 5 µM – also measured in bCat nuc transl; calls as there; cell count; measured here: cell count, cytotoxicity flag
MT stabilizer Hoechst-high % – also measured in MT stabilizer; calls as there; % Hoechst-high responders; measured here: nuclear condensation Hoechst responders;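 share of cells brighter than vehicle mean plus two SD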
MT stabilizer cytotoxicity % – further read-out of MT stabilizer, marked with its call; toxicity, %; measured here: cytotoxicity by cell density;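 0% = mean cell density of plate MIN control wells and 100% = no cells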
Autophagy HCS cell loss 18 h – recorded beside Autophagy HCS, whose call it bears; toxicity, %; measured here: cell loss, nuclei count;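 cell loss after 18 h compound exposure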
Numbers without * were called inactive; i = inactive; · = no result given. Random draw from the library, and some 2.9% of all compounds hit somewhere here.

SMILES | Dynein cargo inh | Dynein cargo inh cytoplasmic EGFP | Dynein cargo inh nuclear GR-EGFP | Dynein cargo inh cell count | Autophagy HCS | Autophagy HCS cell loss 18 h | Insulin prom up | Insulin prom up cell count | bCat nuc transl | bCat nuc transl cell count 5 µM | MT stabilizer | MT stabilizer Hoechst-high % | MT stabilizer cytotoxicity % | P. falciparum M17LAP | P. falciparum M1AAP | K1F lysis inhibition | CSM14.1 death rescue
O=C(CSc1n[nH]c(-c2ccccc2Cl)n1)NCc1cccc(C(=O)O)c1 | 1.4 | -0.12 | 1.4 | -1.3 | i | -3 | 0.02 | 1492 | 1.7 | 990 | 1.6 | 1.2 | 0.0 | · | · | -2.0% | -1.0%
COc1cccc(-c2ncc3ccccn23)c1 | 2.2 | 0.36 | 1.4 | -1.7 | i | -4 | · | · | -2.3 | 1188 | 5.8 | 2.5 | 2.9 | -9% | 10% | 0.5% | -1.0%
CC(=O)OCC(=O)C1=CCC2C3CCC4=CC(=O)C=CC4(C)C3(F)C(OC(C)=O)CC12C (stereo unspecified) | 0.0039 | -0.18 | -0.08 | 0.1 | i | -9 | -0.07 | 1067 | 1.7 | 1502 | 1.4 | 1.9 | 1.9 | 3% | -4% | 0.0% | 0.2%
CCCCCC(=O)Nc1c(-c2cccs2)c(=O)c2ccccc2n1C | 0.19 | -0.14 | 0.24 | 0.33 | i | -5 | 0.25 | 878 | · | · | 2.1 | 1.6 | 9.6 | 1% | 5% | 6.5% | -0.2%
CNCC(=O)N1CCN(c2ncc(C(F)(F)F)cc2Cl)CC1 | -0.2 | -0.22 | -0.16 | 0.00056 | i | 0 | -0.26 | 1366 | -1.5 | 1116 | 3.5 | 2.1 | 9.8 | 8% | -3% | 0.9% | ·
O=[N+]([O-])c1ccc(O)c(C=Nc2ccc3c(c2)OCO3)c1 | -0.36 | -0.062 | -0.097 | -0.051 | · | · | 0.87 | 1594 | 1.0 | 1137 | · | · | · | -1% | 9% | -0.1% | ·
CC(c1ccccc1)N1CCC(CNC(=S)Nc2cccc(Cl)c2)C1 (stereo unspecified) | -0.58 | -0.3 | -0.17 | 0.21 | i | 28 | -0.09 | 1062 | 0.3 | 1109 | 2.0 | 2.4 | 2.9 | 6% | 8% | 0.2% | -7.1%
Cc1ccc(NC(=O)CN2C(=O)COc3ccc(C)cc32)nc1 | 1.9 | -0.14 | 2.1 | -0.87 | i | 0 | · | · | -0.8 | 910 | 4.7 | 2.3 | 4.2 | 0% | -1% | 8.1% | 4.6%
COc1ccc(-c2nc3c(n2O)CCCC3=O)cc1OC | -0.88 | -0.4 | -0.55 | 0.86 | i | 17 | -0.09 | 1319 | -7.2 | 1055 | 2.8 | 1.9 | 5.1 | -5% | 6% | 0.5% | 1.4%
NS(=O)(=O)c1ccc(Nc2ccccc2)c([N+](=O)[O-])c1 | 0.5 | -0.26 | 0.19 | 0.039 | · | · | -0.06 | 1353 | -3.4 | 1136 | · | · | · | 10% | 7% | 0.2% | ·
Cc1ccc2cccnc2c1N | -0.74 | -0.29 | -0.4 | 0.55 | i | -37 | 2.2 | 1255 | -0.6 | 1118 | 2.4 | 1.8 | 4.7 | -3% | 0% | 0.1% | ·
Cn1c(=O)cc(OCC(=O)NCc2ccccn2)c2ccccc21 | 0.081 | -0.18 | 0.37 | -0.64 | i | -4 | · | · | · | · | 2.0 | 1.7 | 16 | -2% | 3% | 0.1% | -3.4%
CC(=O)OC(C(=O)NCc1ccc(F)cc1)c1ccccn1 (stereo unspecified) | 0.59 | -0.2 | -0.31 | 0.96 | i | 0 | 3.9* | 1476* | -2.8 | 1282 | 3.4 | 1.9 | 7.9 | -3% | -8% | 0.8% | 0.2%
COc1ccc(/C=N/NC(=O)Cc2csc(Nc3cccc(C(F)(F)F)c3)n2)c(OC)c1 | 0.5 | -0.19 | 0.78 | 0.7 | i | -16 | -0.24 | 1623 | -1.4 | 1426 | 2.0 | 1.1 | 11 | 11% | 10% | 1.1% | -2.0%
C/C(=N\N1CCN(c2ccc(Cl)cc2)CC1)c1cccc([N+](=O)[O-])c1 | 0.018 | -0.19 | 0.17 | -1.4 | i | 20 | 0.54 | 1548 | -1.6 | 1047 | 5.1 | 2.4 | 6.4 | -7% | -1% | -0.2% | -0.6%
CCCCC1=CC2=C(c3ccco3)C(=O)C(C)(OC(=O)c3ccc(OC)cc3)C(=O)C2=CN1c1ccc(OC)cc1 (stereo unspecified) | -0.098 | -0.68 | -0.0017 | -0.016 | · | · | -1.2 | 898 | 0.4 | 1156 | · | · | · | 7% | 10% | 3.7% | ·
CC(C)(C)c1nc(SCC(=O)NCc2cccs2)c2ccccc2n1 | -1.8 | -0.092 | -1.1 | 0.35 | i | -1 | -1.5 | 1565 | 0.4 | 1552 | 1.9 | 2.5 | 4.8 | 1% | -12% | 0.8% | 1.2%
CCNC(=S)N(CCc1cccc(C)c1)Cc1cc2cc(OC)c(OC)cc2[nH]c1=O | -0.63 | -0.3 | -0.74 | 1 | i | 0 | · | · | -0.2 | 1013 | 2.2 | 3.4 | 7.2 | 3% | -1% | 9.5% | -1.5%
Cn1c(SCc2nnc(-c3ccccc3)o2)nc2ccccc21 | -0.42 | -0.22 | -0.1 | 0.23 | i | -4 | -0.14 | 1419 | 0.1 | 1095 | 1.7 | 1.8 | 0.6 | 10% | 6% | -0.8% | 0.9%
Cc1ccc(Cl)cc1N1CCN(Cc2nnnn2C2CCCCC2)CC1 | -1.3 | -0.29 | -0.36 | 0.57 | i | 7 | 0.61 | 1576 | -0.6 | 1394 | 2.8 | 3.0 | 2.9 | -2% | 8% | 0.3% | -0.2%
COc1ccc(Cc2nc(C(=O)Nc3ccc(F)cc3)cs2)cc1 | -0.1 | -0.26 | -0.13 | 0.81 | i | -3 | -0.55 | 901 | · | · | 1.3 | 2.0 | 8.4 | -2% | 2% | 2.3% | 0.2%
COC(=O)Nc1nnc(SCc2ccc(C)cc2)s1 | -0.85 | -0.22 | -0.47 | 0.89 | i | -7 | 0.18 | 1192 | -0.3 | 1145 | 4.0 | 3.0 | 9.1 | -2% | 1% | -1.0% | 0.8%
O=C(NCCN1CCOCC1)c1cc(=O)[nH]c2ccc(Br)cc12 | -0.53 | -0.09 | -0.38 | 0.53 | i | -3 | -0.49 | 1627 | 0.4 | 1445 | 2.4 | 0.8 | 4.9 | 2% | 8% | -0.1% | -2.1%
CCOc1ccccc1NC(=O)N1CCC(NC(=O)c2cccc(C)c2)CC1 | 3.3 | -0.11 | 1.5 | -1.4 | i | 1 | 0.07 | 1215 | -3.0 | 618 | 6.2 | 1.8 | 23 | -9% | 2% | -0.1% | 0.8%
Cc1ccc(C(C)(C)C)cc1S(=O)(=O)Nc1cccc(S(=O)(=O)NC2=NCCC2)c1 | 0.27 | -0.22 | -0.22 | -0.84 | i | 13 | -0.13 | 1287 | -4.8 | 556 | 1.3 | 1.5 | 1.3 | 0% | 8% | 1.2% | -2.3%
(cont.)
SMILES | Dynein cargo inh | Dynein cargo inh cytoplasmic EGFP | Dynein cargo inh nuclear GR-EGFP | Dynein cargo inh cell count | Autophagy HCS | Autophagy HCS cell loss 18 h | Insulin prom up | Insulin prom up cell count | bCat nuc transl | bCat nuc transl cell count 5 µM | MT stabilizer | MT stabilizer Hoechst-high % | MT stabilizer cytotoxicity % | P. falciparum M17LAP | P. falciparum M1AAP | K1F lysis inhibition | CSM14.1 death rescue
COc1ccc(/C=C2/C(=O)N(c3nc4ccccc4s3)N=C2CSc2ccc(Cl)cc2)cc1 | -3.3 | 0.91 | -1.9 | -1 | i | 12 | 0.14 | 1473 | · | · | 2.6 | 1.7 | 7.9 | 0% | 0% | -1.1% | 20%
Cc1nn(-c2nc3ccccc3[nH]2)c(=O)c2ccccc12 | 1.3 | -0.25 | 0.31 | 0.022 | i | -6 | 0.65 | 1257 | 2.7 | 1092 | 2.3 | 3.5 | 11 | 67% | 14% | -0.9% | -5.8%
Cc1ccc(CNc2nc(N)c([N+](=O)[O-])c(Nc3cccc(F)c3)n2)cc1 | -0.91 | -0.2 | -0.43 | 1 | i | -11 | -0.24 | 1068 | · | · | 1.1 | 1.6 | 11 | -14% | 14% | 0.1% | -0.6%
CN1CCN(C(=O)c2cc(C(C)(C)C)cc(C(C)(C)C)c2)CC1 | -0.14 | -0.28 | 0.42 | 0.54 | i | 0 | -0.05 | 1717 | -1.0 | 926 | 2.2 | 1.8 | 8.3 | · | · | -2.3% | -0.1%
CC(C)CN1C(=O)C(=O)N(CC(=O)NC2CCCc3ccccc32)C1=O (stereo unspecified) | -0.068 | -0.17 | 0.045 | 0.16 | i | -12 | 0.5 | 1217 | -5.0 | 1123 | 2.2 | 2.2 | 3.3 | 0% | 2% | 0.2% | 1.4%
CC(=O)c1ccc(NC(=O)CCSCCC(=O)Nc2ccc(C(C)=O)cc2)cc1 | -0.54 | -0.23 | 0.0092 | 0.31 | i | 1 | -0.36 | 978 | -3.1 | 1172 | 24 | 1.4 | 20 | 5% | 2% | 0.3% | -3.2%
N/C(=N\OC(=O)Cc1ccc(Cl)cc1)c1ccccn1 | -0.62 | 0.92 | -0.096 | 0.37 | i | -16 | · | · | · | · | 2.5 | 1.4 | 4.4 | -2% | 4% | 0.0% | -0.3%
